Bioassay records as filed in PubChem.
OX1R antag = antagonists of human orexin 1 receptor (OX1R) | O43613 | OX1R-expressing cells, FRET antagonist read-out | inhibition, % at 6.6 µM | 330,000 tested, 1.8% active; in the data active = inhibition mostly above about 38%, no sharp cut-off; inactive = mostly below about 40%;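 also: 0% = agonist challenge alone and 100% = reference antagonist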
Target sequence (O43613 whole entry, looked up): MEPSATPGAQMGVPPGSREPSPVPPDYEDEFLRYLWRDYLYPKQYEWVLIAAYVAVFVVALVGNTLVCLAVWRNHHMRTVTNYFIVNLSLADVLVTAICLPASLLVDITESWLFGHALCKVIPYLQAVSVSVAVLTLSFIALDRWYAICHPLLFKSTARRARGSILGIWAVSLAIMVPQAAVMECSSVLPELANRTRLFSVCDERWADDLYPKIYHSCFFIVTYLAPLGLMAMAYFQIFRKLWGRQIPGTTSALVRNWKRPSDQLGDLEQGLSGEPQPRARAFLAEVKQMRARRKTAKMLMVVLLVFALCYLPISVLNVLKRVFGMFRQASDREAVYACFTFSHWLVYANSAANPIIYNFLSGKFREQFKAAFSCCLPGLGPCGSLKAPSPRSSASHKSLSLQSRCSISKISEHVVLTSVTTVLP
STK33 inh = human STK33 kinase inhibition; inhibition, % at 10 µM; Q9BYT3; AID 2661; purified STK33, MBP phosphorylation, ADP-Glo luminescence; 320,000 tested, 0.073% active;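 active = inhibition at or above 25%, using the most active replicate where run in duplicate; inactive = inhibition below 25%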
Target sequence (Q9BYT3 whole entry, looked up): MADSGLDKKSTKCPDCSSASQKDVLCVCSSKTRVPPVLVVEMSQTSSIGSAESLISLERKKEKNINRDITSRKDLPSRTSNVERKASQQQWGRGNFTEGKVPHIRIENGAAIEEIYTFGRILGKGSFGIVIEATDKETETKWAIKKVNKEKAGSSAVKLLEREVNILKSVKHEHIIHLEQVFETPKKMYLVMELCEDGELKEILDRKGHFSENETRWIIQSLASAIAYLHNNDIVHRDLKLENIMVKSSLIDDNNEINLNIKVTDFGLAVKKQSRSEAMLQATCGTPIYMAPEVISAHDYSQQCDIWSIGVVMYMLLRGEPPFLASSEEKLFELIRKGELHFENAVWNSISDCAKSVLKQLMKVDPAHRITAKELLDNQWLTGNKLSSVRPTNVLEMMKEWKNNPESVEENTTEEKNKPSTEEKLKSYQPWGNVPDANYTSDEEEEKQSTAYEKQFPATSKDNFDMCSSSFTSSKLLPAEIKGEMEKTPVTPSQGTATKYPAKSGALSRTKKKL
Numbers without * were called inactive; . = not tested or not shown.

nr	canonical_smiles	OX1R antag	STK33 inh
1	COc1ccc(CNC(=O)C2CCN(S(=O)(=O)N3CCC4(CC3)OCCO4)CC2)c(OC)c1	6	-2.2
2	Cc1ccnc(S(=O)(=O)Cc2ccc([N+](=O)[O-])cc2)n1	14	-1.0
3	COc1cc2c(cc1OC)C(/C(C#N)=N\O)=NC(C)(C)C2	21	-0.1
4	O=C(N/N=C/C=C/c1ccccc1)c1n[nH]c2c1CCC2	15	0.2
5	C[C@@H]1CC2[C@@H]3CC[C@H]4CC(=O)CC[C@]4(C)C3=CC[C@]2(C)[C@@]1(O)C(=O)CO (stereo partly specified)	4	0.3
6	CC(C)(C)n1ncc2c(=O)n(CC(=O)c3ccccc3)cnc21	9	0.1
7	COc1ccccc1CN1CCN(Cc2nc(-c3ccc(C)cc3)oc2C)CC1	5	0.4
8	COc1ccccc1C(=O)NCCC(=O)N1CC=C(c2ccccc2)CC1	30	-1.7
9	CCN=C1SCC(=O)N1c1ccc(OC)cc1	7	-0.8
10	O=C(NC1=NCCS1)c1cccc(F)c1	34	0.3
11	CSc1cccc(NC(=O)C2CCCN(c3ncnc4c3nc3n4CCCCC3)C2)c1 (stereo unspecified)	22	1.2
12	Cc1ccc(NC(=O)/C(=C\c2cccs2)NC(=O)c2ccccc2)cc1	23	-1.4

The final five compounds of the part above are carried over, then new ones follow:
nr	canonical_smiles	OX1R antag	STK33 inh
8	COc1ccccc1C(=O)NCCC(=O)N1CC=C(c2ccccc2)CC1	30	-1.7
9	CCN=C1SCC(=O)N1c1ccc(OC)cc1	7	-0.8
10	O=C(NC1=NCCS1)c1cccc(F)c1	34	0.3
11	CSc1cccc(NC(=O)C2CCCN(c3ncnc4c3nc3n4CCCCC3)C2)c1 (stereo unspecified)	22	1.2
12	Cc1ccc(NC(=O)/C(=C\c2cccs2)NC(=O)c2ccccc2)cc1	23	-1.4
13	COCCN(C(=O)COC(=O)C12CC3CC(CC(Cl)(C3)C1)C2)c1c(N)n(Cc2ccccc2)c(=O)[nH]c1=O	15	1.0
14	COc1cc(CNc2nc(C)c([N+](=O)[O-])c(C)c2C#N)cc(OC)c1	36	1.8
15	O=c1c2ccccc2[nH]c(=S)n1CCCN1CCN(C2CCCCC2)CC1	11	-0.2
16	C=C1CCN([C@@H](CC(C)C)C(=O)NCc2ccco2)S(=O)(=O)c2ccccc21	57	-2.2
17	CC1=CC(C)(C)N(C(=O)c2ccc(F)cc2)c2cc3c(cc21)OCO3	9	0.4
18	CCC(C)NC(=O)CC1Oc2ccc(C)cc2NC1=O (stereo unspecified)	10	-0.9
19	CC1=CCC2C(=O)N(Cc3ccccc3)C(=O)C2C1 (stereo unspecified)	14	0.2
20	CCn1c(SCC(=O)Nc2ccc(N(C)C)cc2)nnc1-c1ccco1	21	-0.3
21	COc1cc(C(=O)Nc2ccc3c(c2)OCO3)ccc1OCc1c(C)noc1C	7	-2.4
22	Cc1oc(-c2cccc(Cl)c2)nc1CN1CCCC(C(=O)NCc2ccco2)C1 (stereo unspecified)	12	0.5
23	CCOc1ccc(C(=O)NCc2ccncc2)cc1	12	2.0
24	Cc1ccc(C(=O)Nc2ccc(Br)c(C(F)(F)F)c2)cc1	51*	0.4
25	Cc1ccsc1C(=O)N1CCC(N2CCC(C(=O)NCC3CCCO3)CC2)CC1 (stereo unspecified)	-1	0.0
26	CCN(CC)S(=O)(=O)c1ccc(N2CCCC2)c(NC(=O)Cc2ccc(OC)cc2)c1	19	-0.7
27	O=C(CN1CCN(C(=O)c2ccco2)CC1)Nc1cccc([N+](=O)[O-])c1	23	-1.6
28	CC(C)NC(=O)Nc1cccc2c1O[C@H](CN(C)C(=O)NC1CCCCC1)[C@@H](C)CN([C@H](C)CO)C2=O	6	-0.7
29	O=C(C1CCN(S(=O)(=O)c2cccnc2)CC1)N1CCN(c2cccc(Cl)c2)CC1	12	0.3
30	CCOc1ccccc1NC(=O)NCCN1CCCCC1	-1	-0.1
31	CCN(CC)c1cc(C)c2cc(NC(=O)CNC(C)=O)ccc2n1	10	-0.5
32	Cc1cc(=O)oc(C)c1C(=O)N1CCN(c2ccc(F)cc2)CC1	16	0.3
33	CN(C)c1ccc(/C=C/C(=O)c2c(O)c3ccccc3oc2=O)cc1	16	-0.1
34	N/C(=N\OC(=O)c1cccnc1)c1ccccc1Cl	9	0.4
35	O=C(CNC1=NCCC1)c1ccc(Cl)cc1	14	-1.6
36	CSCC(=O)N1CCCC(CO)(Cc2ccccc2C)C1 (stereo unspecified)	13	-0.1
37	O=C(c1cccc(Cl)c1)N1CCC2(CC1)NCCc1[nH]cnc12	-1	-0.2
38	COc1ccc(-c2noc(C3CCCN(C(=O)c4cccs4)C3)n2)cc1 (stereo unspecified)	12	-0.6
39	CCOc1ccc2c(c1)c(=O)c(S(=O)(=O)c1ccc(CC)cc1)cn2C	13	-1.0
40	O=C(NC1CC1)c1cc(F)c(F)cc1Cl	17	0.7
41	Cc1ccc(-n2c(SCC(=O)NCCN3C(=O)CSC3=O)nnc2-c2ccccc2)cc1	9	-2.4
42	CCOC(=O)C1CCCN(C(=O)c2cncc(Br)c2)C1 (stereo unspecified)	19	-0.2
43	Cc1ccc(NC(=O)c2ccc(NCCc3ccccc3)c([N+](=O)[O-])c2)cc1F	28	-2.2
44	COc1cc(C(=O)N(Cc2ccccn2)CC2CCCO2)cc(OC)c1OC (stereo unspecified)	5	-0.5
45	CCN1CCN(C(c2cccs2)C(C)NC(=O)c2cccc(OC)c2)CC1 (stereo unspecified)	1	0.5
46	COc1ccc(CNC(=O)C(OC(=O)c2ccco2)c2ccc(F)cc2)cc1 (stereo unspecified)	17	-3.4
47	CCOC(=O)c1ccc(S(=O)(=O)NNC(=O)COc2ccccc2C)cc1	1	-1.0
48	Cc1cc(Nc2ccc(N(C)C)cc2)n2ncnc2n1	3	-0.2

Some of the entries so far, with values under each structure:
Screens in order: OX1R antag, STK33 inh
(38) COc1ccc(-c2noc(C3CCCN(C(=O)c4cccs4)C3)n2)cc1 (stereo unspecified)
 : 12, -0.6
(40) O=C(NC1CC1)c1cc(F)c(F)cc1Cl
 : 17, 0.7
(42) CCOC(=O)C1CCCN(C(=O)c2cncc(Br)c2)C1 (stereo unspecified)
 : 19, -0.2

The list continues.
nr	canonical_smiles	OX1R antag	STK33 inh
49	Cc1nn(CC(=O)N2CCN(C(=O)c3ccco3)CC2)c(C)c1[N+](=O)[O-]	14	-2.0
50	O=C(NC1CCCC1)c1cnn2c(C(F)(F)F)cc(-c3ccco3)nc12	9	0.0
51	Cc1ccc(C(=O)N2CC(=O)Nc3ccc(F)cc3C2c2ccccc2)cc1 (stereo unspecified)	-10	-0.2
52	CC1CCCC2(C1)NC(=S)N(c1ccccc1)N2 (stereo unspecified)	8	-0.8
53	Fc1ccc(-c2csc(NC3=NCCC3)n2)cc1	10	0.0
54	CC1=C(C(=O)NC2CC(C)(C)Cc3c2cnn3-c2ccc(C)cc2)OCCO1 (stereo unspecified)	.	0.5
55	CCCNC(=O)NC(=O)COC(=O)c1oc2ccc(OCC)cc2c1C	0	0.3
56	COc1ccc(S(=O)(=O)N2CCC(C(N)=O)CC2)cc1C(=O)N1CCCCCC1	-2	-0.4
57	CCc1cccc2c(C(=O)CN3C(=O)NC4(CCCCCC4)C3=O)c[nH]c12	8	-0.3
58	Cc1ccc(S(=O)(=O)N2CC=C(C(=O)NC3CC3)CC2)cc1	5	-1.3
59	COCCCNC(=O)c1ccc(NC(C)=O)cc1	17	-0.1
60	Cn1cnnc1SCC(=O)Nc1ccc2nc(SCc3ccccc3)sc2c1	29	.
61	O=C(Nc1ccccn1)C12CC3CC(C1)CC(C(=O)Nc1ccccn1)(C3)C2	14	-4.5
62	CCc1sc(C(=O)N2CCN(c3ncccn3)CC2)cc1Br	12	-2.2
63	O=c1[nH]c2cc(Cl)ccc2c(O)c1-c1cccc(Oc2ccccc2)c1	15	0.1
64	CCc1nnc(NC(=O)c2ccc(S(=O)(=O)N3CCOCC3)cc2)s1	14	-0.1
65	Oc1c(Cl)cc(Cl)cc1CNn1cnnc1	19	.
66	COCCn1c(SCC(=O)Nc2sccc2C(N)=O)nc2cc(Cl)ccc2c1=O	22	-0.6
67	CN(C)c1nc(N)c([N+](=O)[O-])c(NCc2ccccc2)n1	20	-0.3
68	CC(=O)NC1C(=O)N(CC(C)C)c2ccccc21 (stereo unspecified)	12	-0.3
69	CCC(=O)NC(=S)Nc1ccc(NC(=O)COc2ccc(Cl)c(C)c2)cc1	19	-0.5
70	Cc1cc(C)n2c3c(c(C#N)c2n1)CCCC3	11	-1.0
71	O=C(NCc1cccnc1)c1ccc(N2CCOCC2)c([N+](=O)[O-])c1	31	0.1
72	OCc1nc2ccccc2n1CCCOc1ccccc1	13	-1.3
73	CCOCCCNCC(=O)N1CCN(S(=O)(=O)c2ccc(C)cc2)CC1	-6	-1.2
74	Cc1[nH]nc2c1C(CCc1ccccc1)C(C#N)=C(N)O2 (stereo unspecified)	13	0.6
75	Cc1noc(C(=O)Nc2cccc(O)c2)c1Cl	10	2.8
76	COc1ccc(NC(=O)C2CCCCN2N)cc1OCC(C)C (stereo unspecified)	5	0.1
77	CCOC(=O)C(Cc1ccc(OC)c([N+](=O)[O-])c1)NC(=O)CCC(=O)Nc1ccc(OC)cc1 (stereo unspecified)	18	1.4
78	CCCc1c(C)c(C#N)c2nc3ccccc3n2c1NCCCN1CCOCC1	14	0.0
79	CCOc1ccc(NC(=O)CSc2nc3c([nH]c4ccccc43)c(=O)n2C)cc1	15	-0.4
80	CN(CC(=O)Nc1cccc(F)c1)C(=O)CC1CCCCC1	16	0.8
81	CC(C)Cn1c(-c2cccnc2)nc2c1c(=O)[nH]c(=O)n2CC(C)C	7	-0.3
82	O=C(c1ccccc1)N1CCN(C(=O)c2cc3nc(-c4ccccc4)cc(C(F)(F)F)n3n2)CC1	2	-1.3
83	CCCN(C(=O)C1CCN(S(=O)(=O)c2ccc(OC)c(OC)c2)CC1)C1CCS(=O)(=O)C1 (stereo unspecified)	0	.
84	Cc1cccc(N=Nc2cnc(N)s2)c1	43	-0.6
85	CC(=O)Oc1ccc(Cn2cnc3cc4ccccc4cc32)cc1	8	0.5
86	Cc1ccc2c(=O)c(C(=O)NCc3cccs3)c[nH]c2c1	8	1.5
87	O=C(Nc1ccc2c(c1)OCO2)C1COc2ccccc2O1 (stereo unspecified)	6	-1.1
88	O=C1CSC(=S)N1c1ccc(O)cc1	14	-0.7
89	Cc1ccc(C(=O)NCC(=O)OCC(=O)c2ccc3c(c2)NC(=O)CO3)cc1	8	-0.5
90	CCOc1ccccc1NC(=O)c1ccc([N+](=O)[O-])cc1	14	-3.7
91	COc1ccc(-n2nc(C(=O)NCC(=O)NCC3CCCO3)c3ccccc3c2=O)c(OC)c1 (stereo unspecified)	10	-2.4
92	CC1CCCCC1NC(=O)Cn1nc(-c2ccccc2)ccc1=O (stereo unspecified)	6	-1.7
93	O=C(Nc1ccccc1)Nc1ccc(Br)cc1F	20	-0.5
94	COc1ccc(/C=C/C(=O)NC(=S)Nc2ccc(S(N)(=O)=O)cc2)cc1	5	-1.9
95	CCCC1CCc2[nH]nc(C(=O)NN)c2C1 (stereo unspecified)	8	-1.3
96	O=C(CN1C(=O)NC2(CCCc3ccccc32)C1=O)Nc1cccc(S(=O)(=O)N2CCCCC2)c1 (stereo unspecified)	3	-1.1
97	CCOc1cccc2cc(C(=O)NC(C)c3ccccc3)c(=N)oc12 (stereo unspecified)	10	-0.8
98	CC1CCN(CCCCOc2ccccc2-c2ccccc2)CC1	5	-1.8
99	CCC(CC)c1nnc(NC(=O)c2ccc(N3CCCC3=O)cc2)s1	5	-1.0
100	Cc1ccc(N2C(=O)CC(N3CCc4ccccc43)C2=O)cc1Cl (stereo unspecified)	20	-2.9
101	CCN(CC)S(=O)(=O)c1ccc(NC(=O)COC(=O)CN2C(=O)c3ccccc3C2=O)cc1	6	-0.4
102	Cc1ccccc1-n1cc(CNC(=O)CCc2nnc(CCc3ccccc3)o2)cn1	6	7.1
103	Cc1ccc2[nH]c(=O)c3cc(C(=O)NC(C)C)sc3c2c1	-2	1.1
104	CCOc1ncccc1C(=O)N(C)CC1COc2ccccc2O1 (stereo unspecified)	2	-4.2
105	COc1ccc(CCN2C(=O)CC(N3CCOCC3)C2=O)cc1OC (stereo unspecified)	22	-1.4
106	CC(C)Sc1nc(O)c(Cc2ccccc2)c(=O)[nH]1	0	-0.7
107	CCCCSc1nc(C)cc(C)c1S(=O)(=O)c1ccccc1C	5	-1.4
108	CCN(CC1CCCO1)C(=O)c1cc(COc2ccc(OC)cc2Cl)on1 (stereo unspecified)	16	-0.6

(continued)
nr	canonical_smiles	OX1R antag	STK33 inh
109	Cc1cc([N+](=O)[O-])nn1CC(=O)Nc1nccs1	8	.
110	O=C(CN1C(=O)C2C3CCC(C3)C2C1=O)OCC(=O)c1ccccc1 (stereo unspecified)	22	0.6
111	COc1ccc2sc(N(CCCN(C)C)C(=O)c3ccc(S(=O)(=O)N(C)Cc4ccccc4)cc3)nc2c1	19	0.0
112	O=C(Nc1nc2ccccc2[nH]1)C1CCN(S(=O)(=O)c2cccs2)CC1	6	-0.6
113	COc1ccccc1N1CCN(CC(O)COCc2cccs2)CC1 (stereo unspecified)	4	-1.4
114	CN(C)C(=O)c1ccc(NC(=O)COc2cccc(Oc3ccccc3)c2)cc1	6	-0.9
115	CCN(C(=O)COC(=O)CN(C)S(=O)(=O)c1ccc(NC(C)=O)cc1)C1CCS(=O)(=O)C1 (stereo unspecified)	-10	-0.7
116	Cc1ccn2c(=O)c(NC(=O)c3cccs3)c(C)nc2c1	16	3.5
117	Cc1onc(-c2ccccc2Cl)c1C(=O)NCc1cccs1	6	0.8
118	CCc1ccc(/C=c2\s/c(=C\C(=O)C(C)(C)C)[nH]c2=O)cc1	46	-1.7
119	O=C(Nc1ccnn1C1CCN(C2CCCCC2)CC1)c1ccccc1	12	.

Rows were taken by chance. About 1.8% of those tested had a hit in this group.
